PMI inhibition: MPI inhibition at elevated mannose 6-phosphate – biochemical, fluorescence intensity, high mannose 6-phosphate, primary screen (AID 1220). recombinant PMI enzyme, coupled fluorescence intensity; higher % means a stronger effect. one-dose inhibition, % at 20 µM; IC50 in µM for titrated hits. actives 0.66% (n = 190,000)
bCat nuc transl: alters nuclear translocation of beta-catenin in HeLa cells; immunofluorescence imaging; actives 0.3% (n = 190,000); nuclear translocation activity, % at 5 µM;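 active = nuclear translocation activity above 50% at 5 µM, with a well cell count of 50 or more; inconclusive = wells under 50 cells across six images, flagged as toxic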;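 note: per-cell ratio of nuclear to cytoplasmic median beta-catenin stain intensity; plate controls were DMSO negative control for no effect and GSK-3 inhibitor IX positive control for full effect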
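Test system: human HeLa cell line; Doses: 5 µM primary, 0.02–20 µM confirmation; Incubation: 24 h compound exposure, 37°C; Detection: beta-catenin immunofluorescence imaging with DAPI; Read-out: beta-catenin nuclear/cytoplasmic ratio, % activation.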
Insulin prom up: MIN6 insulin promoter up-regulation. MIN6 insulin promoter-GFP reporter, high-content imaging; active compounds read high. z-score at 5 µM. actives 0.3% (n = 190,000). AID 1625;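 active = z-score above 3 at 5 µM with at least 500 cells counted in the well; inconclusive = wells under 500 cells, flagged as cytotoxic or low count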
T cell modulator: T cell immune modulation candidate | 2C CD8+ T cell-vesicle binding, flow cytometry; active compounds read low | actives 0.068% (n = 330,000) | calls only at 7 µM | AID 2052;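 active = response, share of CD8 T cells binding vesicles, and their 90th percentile fluorescence all below set limits, cut at about 80% in these data, passing the limit was not always enough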
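Material: 2C TCR transgenic mouse naive CD8+ T cells, MACS-purified. Also added: QL9-charged Drosophila Ld/ICAM-1/B7-1 vesicles. Timing: binding 1.5 h at 37 °C. Measured by: high-throughput flow cytometry with anti-B7-1 and anti-CD8 staining. Read-out: percent CD8+ FL2 mean versus row control. Controls: Unloaded micro-vesicles (low), QL9 vesicles with 0.7% DMSO (high).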
TNAP activators: stimulation of alkaline phosphatase TNAP activity – biochemical, luminescent, no phosphate acceptor, uHTS, primary screen (AID 1001); activation fold at 20 µM, or EC50 in µM where a hit was titrated; purified TNAP, luminescent activation assay, no phosphate acceptor; higher activation fold means a stronger effect; actives 0.03% (n = 200,000); in the data active = activation fold from about 3, or a potency from the dose series; inactive = the rest, 99 in 100 with activation fold below about 1.6; note: many of its hits are not listed in these tables
MT stabilize HCS: microtubule stabilization, imaging screen. HeLa tubulin immunostaining HCS, 24 h; share of cells brighter than vehicle mean+2SD. actives 0.83% (n = 200,000). % tubulin-high responders, % at 10 µM;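 active = plate Z-score above 3 for both tubulin-high and condensed-nucleus cell shares, with cell loss under 80%, at 10 µM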;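 note: anti alpha tubulin signal scored within the nucleus-defined area of each cell; some results filed as inactive read as strong as hits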
Autophagy HCS: modulators of autophagy | actives 0.98% (n = 190,000) | MEF GFP-LC3 puncta imaging; test concentration mostly 10 µM | AID 463193 | calls only at 10 µM (by protocol);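 active = percentage of spot-positive cells more than 3 SD above its plate mean, without a fluorescence outlier flag or 80% toxicity; inconclusive = no clear call, values can overlap the other calls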;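 note: spot-positive cell cutoff set from DMSO-treated cells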
Lipid droplet: hepatic lipid droplet formation modulation; inhibition, % at 6.5 µM; AID 1656; actives 0.4% (n = 240,000); AML12 mouse hepatocytes, oleate lipid droplets, BODIPY imaging;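 active = lipid droplet intensity inhibited by at least 50%, with more than 500 cells counted; inconclusive = wells with under 300 cells, treated as cytotoxic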
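material = mouse AML12 hepatocyte cell line, fixed after treatment | also added = 100 µM oleic acid challenge | doses = compound at 6.5 µM only | schedule = overnight exposure | technique = Image-based BODIPY and DAPI two-channel analysis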
PMI inhibitors: inhibitors of human PMI, primary screen, biochemical, fluorescence intensity, coupled assay (AID 1209); purified PMI enzyme, coupled fluorescence intensity; higher % means a stronger effect; inhibition, % at 20 µM; hits with a dose series show IC50 in µM; actives 0.42% (n = 190,000);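 note: plate controls were DMSO vehicle for no effect and wells lacking substrate for full effect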
Insulin prom up cell count: second read-out of Insulin prom up, no call of its own (marks repeat the call); cell count; measured here: cytotoxicity, nuclei count;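 total cells summed across four imaged fields per well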
Lipid droplet cells 6.5 µM: recorded beside Lipid droplet, whose call it bears; cell count; measured here: cell count, cytotoxicity flag;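 cells counted across two imaged fields per well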
bCat nuc transl cell count 5 µM: recorded beside bCat nuc transl, whose call it bears; cell count; measured here: cell count, cytotoxicity flag
T cell modulator vesicle-bound %: further read-out of T cell modulator, marked with its call; double positive events, %; measured here: CD8+ vesicle-bound cell fraction;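 binding gate set so that unloaded-vesicle control wells show 10% double positive cells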
MT stabilize HCS Hoechst-high %: also measured in MT stabilize HCS; calls as there; % Hoechst-high responders; measured here: nuclear condensation Hoechst responders;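 share of cells brighter than vehicle mean plus two SD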
MT stabilize HCS cytotoxicity %: also measured in MT stabilize HCS; calls as there; toxicity, %; measured here: cytotoxicity by cell density;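 0% = mean cell density of plate MIN control wells and 100% = no cells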
Autophagy HCS cell loss 18 h: also measured in Autophagy HCS; calls as there; toxicity, %; measured here: cell loss, nuclei count;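 cell loss after 18 h compound exposure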
Numbers without * were called inactive; i = inactive; u = inconclusive; x = no result given; + = active, no number. Cut-off read from the data, not from the text of the source, unless noted: active = inhibition above about 50%; inactive = the rest. Rows are unselected; overall some 2.9% were active at least once.

SMILES | PMI inhibition | bCat nuc transl | bCat nuc transl cell count 5 µM | Insulin prom up | Insulin prom up cell count | T cell modulator | T cell modulator vesicle-bound % | TNAP activators | MT stabilize HCS | MT stabilize HCS Hoechst-high % | MT stabilize HCS cytotoxicity % | Autophagy HCS | Autophagy HCS cell loss 18 h | Lipid droplet | Lipid droplet cells 6.5 µM | PMI inhibitors
Cc1ccc(S(=O)(=O)N(c2cccc(C)c2)C2CCS(=O)(=O)C2)cc1 (stereo not given) | 1.7% | -0.8 | 1193 | -0.05 | 849 | i | 12.0 | 1.1 | 1.1 | 1.7 | 7.6 | i | 12.9 | -4.7 | 773 | 3.3%
O=[N+]([O-])c1cc(S(=O)(=O)N2CCCC2)ccc1N/N=C/c1ccncc1 | 9.6% | -0.6 | 908 | x | x | i | 48.7 | 1.2 | 3.3 | 1.3 | 4.8 | i | -2.3 | -0.1 | 596 | 14.5%
Cc1nn(Cc2ccc(Cl)c(Cl)c2)c(C)c1NC(=O)c1sc2ccccc2c1Cl | 11.1% | -0.3 | 993 | x | x | i | 37.2 | 1 | 1.6 | 1.5 | 8.0 | i | -9.4 | -3.1 | 694 | 13.1%
CN(CC(=O)NCCc1ccccc1)S(=O)(=O)c1cnc[nH]1 | -10.4% | -1.2 | 556 | 0.11 | 1167 | i | 49.0 | 1 | 2.8 | 2.4 | 4.1 | i | -6.3 | 22.6 | 681 | -13.6%
O=C(Nc1ccc(Oc2cccc(C(F)(F)F)c2)nc1)c1cccs1 | x | 4.5 | 1047 | 0.13 | 1429 | i | 18.1 | x | x | x | x | x | x | 0.2 | 635 | x
O=C(Nc1cccc(Cl)c1)Nc1cccc(Cl)c1 | 2.9% | 11.5 | 541 | x | x | i | 38.6 | 1.1 | 3.5 | 1.5 | 2.4 | i | -0.5 | 2.4 | 686 | 5.8%
C=CCc1c(C)nc(-c2ccccc2)nc1N/N=C(\C)c1ccc(N)cc1 | -25.9% | 0.9 | 553 | u | x | i | 3.9 | 1 | 2.5 | 3.1 | 11.1 | i | -1.3 | -11.9 | 769 | -27.5%
O=C(O)Cn1cc(C(=O)c2cccs2)c2ccccc21 | -0.8% | 0.0 | 1157 | -0.02 | 1282 | i | 50.7 | 1.1 | 3.5 | 2.0 | 2.1 | i | -1.0 | -5.4 | 674 | 5.0%
NC(=O)C1CCN(C(=S)c2cccs2)CC1 | 0.8% | x | x | -0.36 | 1128 | i | 30.9 | 1 | 3.1 | 1.4 | 2.3 | i | -5.6 | -7.4 | 740 | 2.5%
CCN(CC)CCOC(=O)c1ccc(Cl)cc1 | 2.6% | x | x | 0.34 | 812 | i | 42.2 | 1.1 | 1.4 | 1.1 | 0.8 | i | 20.9 | -14.3 | 742 | 12.2%
c1cncc(-c2nc3c(ccc4ccccc43)[nH]2)c1 | 40.7% | 6.7 | 1335 | 0.76 | 1491 | i | 40.6 | 1.1 | 1.9 | 1.7 | 1.5 | i | 17.8 | x | x | 26.3%
O=c1[nH]c(-c2ccccn2)nc(C(F)(F)F)c1Br | 13.1% | -2.2 | 988 | -1.82 | 1278 | i | 60.2 | 1.2 | 5.1 | 1.9 | 3.8 | i | 21.6 | -1.6 | 725 | 11.0%
CCCOc1ccc(C(=O)O)cc1 | x | -1.0 | 1321 | 0.03 | 983 | i | 57.4 | x | x | x | x | x | x | 6.6 | 711 | x
O=C(Cn1cnc2c(cnn2-c2ccccc2)c1=O)N1CCCc2ccccc21 | -6.9% | -5.6 | 1052 | -1.43 | 1043 | i | 14.7 | 1.1 | 1.8 | 2.2 | 6.8 | i | 1.9 | x | x | 1.7%
O=C(COC(=O)c1ccccc1-c1nc2ccccc2s1)NC1CCS(=O)(=O)C1 (stereo not given) | 2.6% | -2.4 | 1135 | -0.62 | 1168 | i | 31.8 | 1.1 | 5.8 | 2.6 | 4.6 | i | 13.9 | 21.6 | 691 | 11.8%
O=CN(CCN(C=O)CN1CCCCC1)CN1CCCCC1 | 16.4% | -2.5 | 1002 | 0.45 | 1285 | i | 6.9 | 1 | 3.0 | 1.5 | 9.2 | i | 4.6 | x | x | 11.1%
CCCN(CCC)CCCNC(=S)Nc1ccc2nc3n(c(=O)c2c1)CCCCC3 | -0.8% | x | x | -0.25 | 1254 | i | 45.1 | 1.1 | 2.8 | 3.2 | 5.9 | i | -2.7 | -14.0 | 748 | 10.8%
Cc1cc(C(=O)COc2cccc(-n3cnnn3)c2)c(C)n1-c1ccccc1 | 6.1% | -8.2 | 1002 | -2.22 | 1002 | i | 41.9 | 1.1 | 3.7 | 2.0 | 13.5 | i | -19.8 | x | x | -11.6%
CC12CC3CC(C)(C1)CC(CN1CCOCC1)(C3)C2 | -9.4% | -0.2 | 803 | 0.22 | 1409 | i | 42.1 | 1.1 | 2.6 | 1.3 | 6.4 | i | -3.5 | x | x | -3.5%
O=[N+]([O-])c1ccc(Oc2cccc(Br)c2)c2ccncc12 | 26.8% | 4.8 | 1025 | 0.05 | 809 | i | 18.2 | 1 | 1.8 | 1.7 | 3.3 | + | 66.1* | -24.9 | 738 | 31.4%
COc1ccc(/C=N/NC(=O)c2ccn[nH]2)cc1COc1ccc(Cl)cc1Cl | 12.6% | 11.4 | 1375 | 0.14 | 1491 | i | 31.1 | 1.1 | 2.1 | 2.0 | 2.1 | i | 14.0 | x | x | 1.6%
CCCOC(=O)CSc1nnc(-c2ccc(Cl)cc2Cl)o1 | 16.1% | -5.7 | 934 | x | x | i | 52.2 | 1.1 | 4.7 | 2.2 | 5.2 | i | 1.6 | x | x | 9.5%
Cc1ccc(C)c(N=Nc2nc3ccccc3n2C)c1 | -117.3% | 2.5 | 1334 | -1.53 | 1528 | i | 57.1 | 0.9 | 1.4 | 0.9 | 3.9 | i | 29.7 | x | x | -32.5%
CCCCNC(=O)C(=O)NC(C)CCc1ccccc1 (stereo not given) | 11.7% | 0.3 | 1471 | 0.43 | 1563 | i | 57.7 | 1.1 | 3.1 | 2.2 | 5.9 | i | 24.7 | x | x | 6.8%
O=C(c1ccc(CNc2c(N3CCCC3)c(=O)c2=O)cc1)N1CCN(C2CCCCC2)CC1 | -4.9% | -1.2 | 571 | 0.03 | 1210 | i | 23.1 | 1.1 | 2.8 | 2.3 | 10.5 | i | 13.2 | 8.0 | 756 | -2.7%
N#Cc1c(-c2ccccc2)nc(SCC(=O)Nc2nnc(C(F)(F)F)s2)[nH]c1=O | -10.6% | -3.7 | 1103 | -0.29 | 1230 | i | 49.4 | 1.1 | 5.1 | 2.3 | 8.4 | i | 8.8 | 25.9 | 713 | -17.4%
CC1(c2cccc([N+](=O)[O-])c2)CC(C)(C)N(C(=O)c2ccccc2)c2ccccc21 (stereo not given) | 5.8% | -5.0 | 1024 | 2.44 | 1290 | i | 38.1 | 1 | 2.6 | 2.0 | 1.6 | i | 5.6 | -3.3 | 504 | 12.2%
Cc1cnc(CN2CCCC(C(=O)c3ccc4c5c(cccc35)CC4)C2)[nH]1 (stereo not given) | 16.7% | -0.3 | 1442 | -0.24 | 1523 | i | 30.2 | 1.1 | 2.0 | 0.5 | 5.3 | + | 13.4* | 9.8 | 676 | 23.4%
CN1CCN(CC(=O)NC23CC4CC(CC(C4)C2)C3)CC1 | x | -0.8 | 1383 | 0.51 | 1038 | i | 31.3 | x | x | x | x | x | x | -19.7 | 668 | x
Cc1ccc(Oc2nc3ccccc3n3c(C)nnc23)c(C)c1 | 9.6% | 0.0 | 1086 | -0.87 | 1777 | i | 38.9 | 1.1 | 2.4 | 2.0 | 8.4 | i | -21.0 | 3.2 | 700 | 10.7%
O=C(NCc1ccc(F)cc1)c1cc2c(s1)CCCC2 | 1.0% | -3.3 | 1182 | 0.05 | 875 | i | 19.5 | 1.1 | 1.8 | 1.2 | 3.7 | i | 4.7 | -15.8 | 722 | 1.3%
O=C(Nc1ccc2c(c1)OCO2)C1CC(=O)N(c2ccc3c(c2)OCCO3)C1 (stereo not given) | -1.9% | -1.7 | 1121 | -0.3 | 1399 | i | 30.8 | 1.1 | 2.2 | 1.3 | 6.9 | i | -5.7 | -7.0 | 686 | -0.9%
CCOC(=O)C1CCCN(C(=O)COc2ccccc2O)C1 (stereo not given) | -2.3% | x | x | 0.32 | 828 | i | 32.1 | 1 | 0.8 | 1.0 | 5.4 | i | 3.4 | x | x | 10.2%
O=C(O)CCC(=O)Nc1ccc(Br)cn1 | 2.8% | -2.7 | 1135 | 0.08 | 1346 | i | 53.1 | 1.1 | 2.7 | 4.9 | 9.1 | i | -0.5 | x | x | 4.3%
Cc1ccc(S(=O)(=O)N/N=C/c2cccn2-c2ccc(Cl)cc2)cc1 | -40.4% | -3.8 | 1242 | x | x | i | 24.2 | 1 | 2.6 | 1.4 | 5.7 | i | -20.8 | -2.6 | 744 | -35.0%
COCCNC(=S)N1CCN(Cc2cccc(OC)c2)CC1 | -8.9% | 0.0 | 1463 | -0.23 | 1483 | i | 25.3 | 1 | 3.1 | 3.8 | 6.4 | i | 7.5 | 0.1 | 739 | -3.3%

Screening data from PubChem BioAssay.
